Jurkat tox 60K – reduces viability or proliferation of Jurkat cells; Jurkat E6.1 viability, ATP luminescence, 48 h; inhibition, % at 4 µM; actives 1.2% (n = 56,000); AID 463;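 active = inhibition above the mean inhibition of all tested compounds plus 3 SD, cut at about 28% in these data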
HEK293 NFkB inh – lowers PMA/ionomycin-induced NF-kB signal in HEK293 cells. HEK-293 NF-kB luciferase reporter, luminescence. inhibition, % at 3 µM. actives 0.21% (n = 62,000). AID 465;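 active = inhibition above the mean of all tested compounds plus 3 SD, cut at about 40% in these data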;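 also: 0% = stimulated DMSO wells and 100% = 10 µM reference inhibitor 5653914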
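Timing: 1 h pretreatment, 16 h stimulation, 37 °C; system: HEK-293 cells with stable firefly luciferase reporter driven by four HIV NF-kB elements; doses: 3 µM once, 0.30% DMSO; measured by: luciferase luminescence; control set: DMSO and 10 µM reference inhibitor; repeats: single test; reagent: PMA plus ionomycin mix as NF-kB-activating stimulus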
M1 antag – antagonists of rat M1 muscarinic receptor; CHO-M1 cells, Fluo-4 calcium, ACh EC80 antagonist mode; hits give low values; B-score at 10 µM; actives 3.4% (n = 64,000); AID 628;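 active = calcium fluorescence response, raw or row-and-column corrected B-score, differing from the plate sample mean either way at a set confidence level, mostly lower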
S1P1 ag pot – agonists and agonism potentiators of human S1P1 receptor; activation, % at 9.5 µM; S1P1 CRE-bla cells, forskolin, beta-lactamase FRET, potentiator mode; S1P1 agonist co-added at EC20, 2 nM; 100% = saturating reference agonist, 0% = basal; P21453; actives 0.57% (n = 56,000);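 active = activation above a cutoff set at the mean activation of all tested compounds plus 3 SD, cut at about 54% in these data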;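 also: forskolin at 4 µM as EC80 and the EC20 agonist is SEW2871; 100% = SEW2871 at its EC100 plus forskolin at EC80; some compounds past the cut are filed as inactive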
M1 agonist – M1 muscarinic receptor agonism. CHO-M1 cells, Fluo-4 calcium fluorescence, agonist mode; hits give high values. B-score at 10 µM. actives 3% (n = 64,000). AID 626;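 active = fluorescence rise, raw or as B-score row- and column-corrected plate score, outside the 99.7% band of its plate's samples, either direction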
HTR1E antagonist – 5-HT1E (human) receptor antagonism | P28566 | CHO 5-HT1E Ga15 NFAT-bla reporter, FRET, antagonist | inhibition, % at 6 µM | actives 0.99% (n = 65,000) | AID 571;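 active = inhibition above a set limit, the mean inhibition across every tested compound plus 3 SD, cut at about 29% in these data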;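 also: signal is the 460 over 535 nm emission ratio of beta-lactamase substrate; 0% = agonist plus DMSO wells and 100% = wells without agonist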
HTR1E agonist – 5-HT1E (human) receptor agonism. P28566. CHO 5-HT1E Ga15 NFAT-bla reporter, FRET; 0% DMSO wells, 100% control agonist wells. activation, % at 6 µM. actives 0.69% (n = 65,000). AID 574;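 active = activation above a set limit, the screen-wide mean activation plus 3 SD, cut at about 8.5% in these data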;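 also: 100% = positive control agonist at 1 µM giving full maximal response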
Her2 expr inh – Her2 kinase expression inhibition; AID 645; actives 0.69% (n = 65,000); SKBR-3 HER2 protein level, AlphaScreen, 18-24 h; hits give low values; P04626; HER2 level % of control, % at 10 µM;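 active = HER2 level under 5% of the carrier-only control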;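 also: 100% = DMSO carrier and 0% = 500 nM PU-H71 HSP90 inhibitor; lower value means stronger loss of Her2 protein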
Target sequence (P04626 whole entry, looked up): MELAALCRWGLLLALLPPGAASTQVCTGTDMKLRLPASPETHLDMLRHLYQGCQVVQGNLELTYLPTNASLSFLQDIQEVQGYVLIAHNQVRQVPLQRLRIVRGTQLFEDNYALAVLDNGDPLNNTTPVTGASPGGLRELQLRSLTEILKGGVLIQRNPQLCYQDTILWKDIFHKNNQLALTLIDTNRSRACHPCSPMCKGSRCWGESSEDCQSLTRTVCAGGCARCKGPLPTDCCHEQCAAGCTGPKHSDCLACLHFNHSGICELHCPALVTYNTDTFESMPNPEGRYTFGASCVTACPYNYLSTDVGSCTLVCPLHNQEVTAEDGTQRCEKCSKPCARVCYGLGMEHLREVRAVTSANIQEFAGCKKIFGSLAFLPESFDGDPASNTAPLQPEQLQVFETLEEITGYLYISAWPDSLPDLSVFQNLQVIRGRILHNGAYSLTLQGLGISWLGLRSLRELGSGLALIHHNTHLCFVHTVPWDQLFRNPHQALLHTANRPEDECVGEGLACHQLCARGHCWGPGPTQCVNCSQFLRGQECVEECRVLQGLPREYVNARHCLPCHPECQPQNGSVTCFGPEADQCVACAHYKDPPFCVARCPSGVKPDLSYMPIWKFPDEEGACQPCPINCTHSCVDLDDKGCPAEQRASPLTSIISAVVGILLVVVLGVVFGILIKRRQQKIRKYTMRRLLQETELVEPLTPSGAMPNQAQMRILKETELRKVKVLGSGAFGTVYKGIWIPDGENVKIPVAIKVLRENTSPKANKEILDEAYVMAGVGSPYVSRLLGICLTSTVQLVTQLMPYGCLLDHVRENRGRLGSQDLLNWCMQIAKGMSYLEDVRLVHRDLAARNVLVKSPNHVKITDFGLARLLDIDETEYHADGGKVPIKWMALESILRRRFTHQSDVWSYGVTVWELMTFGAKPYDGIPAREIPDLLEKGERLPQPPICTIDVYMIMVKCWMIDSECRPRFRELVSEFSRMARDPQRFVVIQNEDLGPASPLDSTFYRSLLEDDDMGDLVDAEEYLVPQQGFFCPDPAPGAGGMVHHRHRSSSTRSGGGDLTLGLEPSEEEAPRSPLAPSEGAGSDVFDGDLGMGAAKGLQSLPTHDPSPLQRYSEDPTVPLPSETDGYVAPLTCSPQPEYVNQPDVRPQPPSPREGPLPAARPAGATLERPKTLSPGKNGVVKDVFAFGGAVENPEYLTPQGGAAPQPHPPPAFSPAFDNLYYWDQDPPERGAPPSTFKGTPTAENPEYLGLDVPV
S1P3 agonist – S1P3 (human) receptor agonism. Q99500. S1P3 NFAT-BLA reporter cells, FRET ratio; relative to 1 µM S1P, basal subtracted. activation, % at 4.5 µM. actives 0.1% (n = 60,000). AID 373;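 active = activation above the screen-wide mean plus 3 SD, cut at about 4.5% in these data, passing the limit was not always enough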; also: some compounds called inactive have numbers as strong as hits
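Measure – % activation relative to 1 µM S1P (100%), per plate · System – stable CHO line with human S1P3, Gα16, NFAT-BLA reporter · Timing – cells plated overnight, compound 4 h 37 °C, substrate 2 h RT · Technique – fluorescent BLA substrate, ex 405 nm, em 460/535 nm ratio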
Numbers without * were called inactive; nt = not tested or not shown.

Each structure is followed by: Jurkat tox 60K | HEK293 NFkB inh | M1 antag | S1P1 ag pot | M1 agonist | HTR1E antagonist | HTR1E agonist | Her2 expr inh | S1P3 agonist
COc1cc(NC(=O)C2C3C=CC(C3)C2C(=O)O)c(OC)cc1Cl (centres undefined)
  -10.8 | 9.5 | 1.2 | -16.6 | -0.369 | -12.6 | 0.0 | 100.3 | -0.4
O=C(NCc1ccco1)Nc1ccc2nsnc2c1
  6.3 | 21.3 | 0.0258 | -19.6 | -0.588 | 14.1 | -1.3 | 109.5 | -1.0
COc1ccc(-c2cc(-c3ccc(OC)cc3)[nH]n2)cc1
  -1.0 | 0.1 | -1.94 | -11.1 | -0.275 | -17.5 | 0.5 | 95.2 | -1.0
COc1ccc(-c2ccc(SCC(=O)Nc3cc(C)on3)nn2)cc1OC
  4.3 | 19.5 | 0.595 | -27.2 | -0.803 | 26.8 | 0.5 | 98.6 | 0.1
O=C(OCCN1CCCCC1)c1ccc(O)cc1
  -1.3 | 3.1 | -0.555 | -3.2 | -0.0317 | 3.6 | 4.1 | 85.7 | -0.2
CCOC(=O)N1CCN(C(=O)c2ccc3nc4ccc(Cl)cc4c(=O)n3c2)CC1
  nt | 25.1 | -0.402 | nt | 0.0438 | 0.8 | 0.0 | 116.2 | nt
CCOC(=O)c1cnc(SCC(=O)N2CCN(c3ccccc3)CC2)nc1N
  3.2 | 11.8 | 0.216 | 9.7 | -0.067 | -3.9 | -0.7 | 79.7 | -0.6
CCCCNC(=O)c1ccc2c(c1)ncn2C1CCCCC1
  -0.7 | 5.2 | 0.973 | 8.3 | 0.128 | 1.1 | -1.3 | 71.4 | 0.0
CC1(C)Cc2c(sc3c2c(=N)n(Cc2ccco2)c(=O)n3Cc2ccccc2)CO1
  0.2 | 21.4 | -0.0412 | -13.3 | -0.186 | 20.0 | -0.8 | 113.3 | -0.6
CCC1(CC)NC(=O)N(CC(=O)Nc2sc3c(c2C(N)=O)CCC3)C1=O
  -7.7 | -3.6 | -0.622 | -4.4 | -1.44 | -7.8 | -0.1 | 84.0 | 0.4
CC(C)NC(=O)C1CCCN(S(=O)(=O)c2cccs2)C1 (centres undefined)
  -8.0 | 17.1 | 0.155 | -7.0 | -0.16 | 3.8 | -0.2 | 84.1 | -0.9
COc1ccccc1CN(Cc1cc2cc(C)ccc2[nH]c1=O)Cc1nnnn1Cc1ccco1
  7.8 | 17.9 | 0.688 | -27.9 | 0.587 | -16.2 | -0.1 | 108.1 | 0.0
CCCCSc1nc2c(cnn2-c2ccc(C)c(C)c2)c(=O)[nH]1
  8.8 | 3.1 | 0.264 | -26.9 | 0.642 | -4.4 | -0.3 | 49.3 | 0.4
O=C(COC(=O)CN1C(=O)c2ccccc2C1=O)Nc1ncc(Cl)cc1Cl
  0.5 | 13.0 | 0.179 | 2.2 | 0.00644 | -0.6 | -0.1 | 104.2 | -0.8
CS(=O)(=O)N1CCc2cc(C(=O)OCC(=O)c3ccccc3)ccc21
  nt | 0.4 | -0.00199 | nt | 0.0812 | -0.8 | -0.6 | 44.3 | nt

Random excerpt: three records from the list, in no set order.
Each structure is followed by: Jurkat tox 60K | HEK293 NFkB inh | M1 antag | S1P1 ag pot | M1 agonist | HTR1E antagonist | HTR1E agonist | Her2 expr inh | S1P3 agonist
CC(C)NC(=O)C1CCCN(S(=O)(=O)c2cccs2)C1 (centres undefined)
  -8.0 | 17.1 | 0.155 | -7.0 | -0.16 | 3.8 | -0.2 | 84.1 | -0.9
CCOC(=O)c1cnc(SCC(=O)N2CCN(c3ccccc3)CC2)nc1N
  3.2 | 11.8 | 0.216 | 9.7 | -0.067 | -3.9 | -0.7 | 79.7 | -0.6
CCOC(=O)N1CCN(C(=O)c2ccc3nc4ccc(Cl)cc4c(=O)n3c2)CC1
  nt | 25.1 | -0.402 | nt | 0.0438 | 0.8 | 0.0 | 116.2 | nt

Quoted from the listing.
`CCOC(=O)N1CCN(C(=O)c2ccc3nc4ccc(Cl)cc4c(=O)n3c2)CC1` in M1 antag shows -0.402
`CCCCNC(=O)c1ccc2c(c1)ncn2C1CCCCC1` in S1P3 agonist shows 0.0
`O=C(NCc1ccco1)Nc1ccc2nsnc2c1` in Her2 expr inh shows 109.5
`CC1(C)Cc2c(sc3c2c(=N)n(Cc2ccco2)c(=O)n3Cc2ccccc2)CO1` in HTR1E agonist shows -0.8

(more compounds)
Each structure is followed by: Jurkat tox 60K | HEK293 NFkB inh | M1 antag | S1P1 ag pot | M1 agonist | HTR1E antagonist | HTR1E agonist | Her2 expr inh | S1P3 agonist
CC1(C)Cc2c(sc3nc(SCC(=O)N4CCOCC4)nc(N)c23)CO1
  nt | 14.9 | 0.0338 | nt | -0.47 | -4.6 | 0.7 | 74.0 | nt
CC(C)(C)n1ncc2c(=O)n(CC(=O)NCc3ccccc3)cnc21
  32.5 | -21.2 | 0.966 | -7.0 | 0.86 | -6.7 | 0.2 | 78.9 | -0.9
Cc1cc2n(n1)C(c1cn(-c3ccccc3)nc1C)Nc1ccccc1-2 (centres undefined)
  0.4 | -3.8 | -0.617 | -7.9 | 2.17 | 8.1 | -0.1 | 81.1 | -1.0
CCCC(=O)N1c2ccccc2[C@@H](N(C(C)=O)c2ccccc2)C[C@H]1C
  4.8 | 3.0 | -0.258 | 19.3 | -0.284 | -1.1 | -1.2 | 113.8 | -0.5
CCOC(=O)C1CCCN(c2c(NCCCN(CC)c3ccccc3)c(=O)c2=O)C1 (centres undefined)
  8.3 | 14.1 | -0.142 | 16.6 | -0.132 | 6.8 | 0.7 | 128.6 | -0.5
O=C(CSc1nnc(CNc2ccc(F)cc2)n1Cc1ccco1)N1CCCC1
  -2.0 | 14.3 | 0.234 | 10.2 | 0.128 | 3.1 | -1.0 | 92.9 | -0.6
COC(=O)c1ccc2ncccc2c1
  -6.2 | 6.3 | -0.321 | -1.3 | -0.0848 | 1.1 | -0.1 | 153.1 | -1.3
COCCn1c(C)cc2c(c1=O)C(c1ccccc1F)C(C#N)=C(N)O2 (centres undefined)
  -3.6 | 5.6 | 0.0303 | -19.1 | -1.33 | -5.7 | -1.2 | 103.7 | 0.4
CCOC(=O)N1CCC(NC(=O)c2csc3c2CCCC3)CC1
  -2.5 | 10.5 | 0.0186 | -9.0 | -0.538 | 4.6 | -0.8 | 108.7 | 0.1
O=C(NCCCCO)C(F)(F)C(F)(F)C(F)(F)C(=O)NCCCCO
  2.0 | 13.3 | 0.234 | -3.6 | 0.278 | -1.2 | 0.1 | 97.3 | -0.7
CC(=O)c1oc2ccccc2c1NC(=O)COC(=O)c1ccc(-n2nc(C)cc2C)cc1
  -6.8 | 13.8 | -0.0164 | -2.7 | -0.497 | -0.8 | -0.6 | 80.0 | 0.2
O=C(O)c1oc2ccccc2c1CN1CCN(c2ccccc2)CC1
  -3.4 | 3.1 | -0.182 | -10.7 | -0.401 | -14.4 | 1.3 | 107.2 | -0.6
CC(=O)OC1=C(C#N)Cn2ccc3cccc1c32
  -2.9 | 13.3 | 0.579 | -4.4 | 8.98* | 1.5 | 0.5 | 116.1 | -0.3
CCOC(=O)Cc1csc(NC(=O)COc2ccccc2)n1
  -2.9 | 16.0 | -1.02 | nt | -1.4 | -2.6 | 0.4 | 129.5 | -1.2
Cc1ccccc1-n1ncc2c(SCC(=O)NCc3cccs3)ncnc21
  39.9* | 10.0 | -0.381 | 19.9 | -0.0141 | 3.7 | 0.6 | 57.8 | -0.5
Fc1ccccc1N1CCN(c2ncnc3[nH]ncc23)CC1
  -5.3 | -7.0 | -1.1 | 27.1 | -2.08 | 4.9 | -0.6 | 110.1 | 0.0
Cc1onc(-c2ccccc2)c1C(=O)NCc1cccnc1
  -6.0 | 10.2 | -1.36 | -9.1 | 0.403 | -9.0 | -0.9 | 117.2 | 0.7
COc1cccc(-c2nc(S(=O)(=O)c3ccccc3)c(N3CCOCC3)o2)c1
  13.3 | 8.7 | -0.0238 | -1.2 | -0.388 | 19.7 | -0.5 | 98.2 | -1.1
Cc1[nH]c(=O)[nH]c1CN1CCCCC1
  -1.1 | -6.9 | 0.855 | 0.7 | 0.0693 | -2.1 | -0.8 | 82.7 | -0.2
Cn1ncc2c(Nc3ccccc3Br)ncnc21
  nt | nt | -0.208 | -8.3 | -0.00096 | 4.4 | 0.0 | 124.7 | -2.8
CC(C)OCCCn1c(=S)[nH]c2ncccc2c1=O
  0.7 | 8.6 | 0.283 | -6.1 | 0.492 | 4.4 | 0.2 | 107.9 | 1.4
Cc1ccc2nc(NC(=O)CCNS(=O)(=O)c3ccc(Br)s3)sc2c1
  -6.7 | 10.3 | 0.0723 | -22.0 | -0.723 | -0.1 | 0.4 | 64.8 | -0.5
O=C(O)COc1ccc(S(=O)(=O)NCCc2ccccc2)cc1
  -14.0 | 2.8 | -0.0443 | -7.0 | -0.27 | 12.3 | 0.2 | 88.0 | 0.0
Cc1ccc2c(c1)cc(CN(CCc1ccccc1)C(=O)N1CCOCC1)c1nnnn12
  4.7 | 15.7 | 0.162 | 7.2 | 0.179 | 1.8 | -0.2 | 77.4 | -0.7
Cc1nnc(N(Cc2ccco2)C(=O)c2ccno2)s1
  -0.7 | 7.9 | -0.0328 | -27.1 | 0.0307 | -5.1 | -0.6 | 142.4 | -1.5
Cc1nc(C)c(C(=O)C2=C(O)C(=O)N(CCCn3ccnc3)C2c2ccccc2)s1 (centres undefined)
  2.0 | -1.3 | 0.248 | 6.1 | 0.807 | -4.4 | 0.0 | 78.0 | -0.1
CCOc1nc(NCCC2=CCCCC2)nc(N2CCOCC2)n1
  0.5 | 9.4 | 0.124 | -1.2 | -0.523 | 2.9 | -0.4 | 96.5 | -0.9
O=C(Nc1ccc2c(c1)OCO2)c1ccncc1
  -4.7 | 7.9 | -1.07 | 1.2 | -1.08 | 11.4 | -0.5 | 118.1 | 0.5
C=CCn1c(=O)/c(=C/c2cc(OC)c(OC)c(OC)c2)s/c1=C(/C#N)c1nc2ccccc2n1C
  nt | 8.4 | -0.839 | nt | 76.8* | 20.4 | -0.2 | 79.7 | nt
CSc1ccn(CCC(=O)O)c(=O)n1
  -1.7 | 10.3 | -0.00417 | nt | 0.441 | -5.2 | -0.5 | 111.3 | -0.6

One compound at a time, as listed above. Screens in order: Jurkat tox 60K	HEK293 NFkB inh	M1 antag	S1P1 ag pot	M1 agonist	HTR1E antagonist	HTR1E agonist	Her2 expr inh	S1P3 agonist
CCOc1nc(NCCC2=CCCCC2)nc(N2CCOCC2)n1 is listed as 0.5	9.4	0.124	-1.2	-0.523	2.9	-0.4	96.5	-0.9
Cc1ccc2nc(NC(=O)CCNS(=O)(=O)c3ccc(Br)s3)sc2c1 is listed as -6.7	10.3	0.0723	-22.0	-0.723	-0.1	0.4	64.8	-0.5
O=C(O)COc1ccc(S(=O)(=O)NCCc2ccccc2)cc1 is listed as -14.0	2.8	-0.0443	-7.0	-0.27	12.3	0.2	88.0	0.0

Screening data deposited in PubChem by several laboratories.
